High-throughput results as filed in PubChem.
PAD4 FP inh – human PAD4 inhibitors, primary screen, biochemical, fluorescence polarization, 1536-well format | hit rate 0.41% among 330,000 | AID 485272, 2010 | Protein-arginine deiminase type-4 (Homo sapiens), Q9UM07 | inhibition, % at 6.36 µM | recombinant PAD4, RCA probe fluorescence polarization;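 active = percent inhibition above a cutoff equal to the mean of all tested compounds plus 3 SD, cut at about 15% in these data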;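 note: 0% = PAD4 with RCA probe and DMSO and 100% = probe without PAD4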
Target sequence (Q9UM07 whole entry, looked up): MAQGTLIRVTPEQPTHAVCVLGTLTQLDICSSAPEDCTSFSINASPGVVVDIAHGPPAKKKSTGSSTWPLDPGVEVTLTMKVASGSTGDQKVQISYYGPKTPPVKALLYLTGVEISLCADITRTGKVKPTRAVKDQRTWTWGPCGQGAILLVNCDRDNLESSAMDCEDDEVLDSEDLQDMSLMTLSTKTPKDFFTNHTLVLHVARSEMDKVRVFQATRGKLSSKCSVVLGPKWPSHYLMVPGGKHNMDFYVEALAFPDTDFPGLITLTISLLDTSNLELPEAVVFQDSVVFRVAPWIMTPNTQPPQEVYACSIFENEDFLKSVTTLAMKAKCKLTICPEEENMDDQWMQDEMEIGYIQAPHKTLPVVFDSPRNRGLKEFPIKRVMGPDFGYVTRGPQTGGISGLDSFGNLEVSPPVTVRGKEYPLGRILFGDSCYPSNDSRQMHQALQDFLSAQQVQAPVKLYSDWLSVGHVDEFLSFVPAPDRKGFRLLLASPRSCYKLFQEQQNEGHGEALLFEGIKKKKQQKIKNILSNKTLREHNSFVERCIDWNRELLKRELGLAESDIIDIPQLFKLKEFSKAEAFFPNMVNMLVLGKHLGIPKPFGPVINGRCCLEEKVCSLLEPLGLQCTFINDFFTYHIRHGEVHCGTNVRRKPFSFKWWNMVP
GSTO1 counter – inhibitors of recombinant GSTO1, primary screen, counter-screen for RBBP9 inhibitor project, biochemical, fluorescence polarization; inhibition, % at 5.96 µM; Glutathione S-transferase omega-1 (Homo sapiens), P78417; activity-based probe fluorescence polarization; hit rate 1.1% among 300,000; AID 1974, 2009;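 active = inhibition above the campaign mean inhibition plus 3 SD, cut at about 35% in these data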;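 note: 0% = GSTO1-1 with DMSO and 100% = wells lacking GSTO1-1 enzyme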
LYPLA1 counter – LYPLA1 inhibitors, primary screen, counter-screen for PME1 inhibitor project, biochemical, fluorescence polarization, FP-Rh probe ABPP; hit rate 0.16% among 320,000; inhibition, % at 5.9 µM; recombinant LYPLA1; Acyl-protein thioesterase 1 (Homo sapiens), O75608;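 active = inhibition above the mean of all tested compounds plus 3 SD, set per campaign, cut at about 14% in these data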;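 note: inhibitors block serine hydrolase probe labeling of LYPLA1 so polarization falls; 0% = enzyme with DMSO and 100% = wells lacking LYPLA1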
Target sequence (O75608 whole entry, looked up): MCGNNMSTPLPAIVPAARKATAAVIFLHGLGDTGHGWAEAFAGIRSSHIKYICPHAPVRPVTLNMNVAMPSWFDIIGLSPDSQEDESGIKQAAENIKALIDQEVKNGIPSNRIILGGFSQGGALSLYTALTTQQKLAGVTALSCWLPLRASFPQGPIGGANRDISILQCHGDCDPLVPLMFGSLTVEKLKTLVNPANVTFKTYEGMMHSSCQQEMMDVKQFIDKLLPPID
pPAFAH inh – pPAFAH enzyme inhibitors, primary screen, biochemical, fluorescence polarization, human; hit rate 1.5% among 330,000; inhibition, % at 3.39 µM; AID 463082, 2010; recombinant pPAFAH, FP-rhodamine probe fluorescence polarization;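 active = inhibition above the mean inhibition across the screen plus 3 SD, cut at about 25% in these data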;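 note: inhibitors block binding of the rhodamine activity-based probe so polarization drops; 0% = enzyme with DMSO and 100% = wells lacking pPAFAH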
PAFAH1B2 FP inh – PAFAH1B2 enzyme inhibitors, primary screen, biochemical, fluorescence polarization, human | AID 492953, 2010 | inhibition, % at 3.39 µM | Platelet-activating factor acetylhydrolase IB subunit alpha2 (Homo sapiens), P68402 | recombinant PAFAH1B2, FP-rhodamine activity probe | hit rate 1.2% among 340,000;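 active = inhibition above the mean of all tested compounds plus 3 SD, cut at about 24% in these data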;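 note: 0% = enzyme with DMSO and 100% = wells lacking PAFAH1B2; many of its hits are not listed in these tables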
PAFAH1B3 inh – PAFAH1B3 enzyme inhibitors, primary screen, biochemical, fluorescence polarization, human; recombinant PAFAH1B3, FP-rhodamine probe; hit rate 0.28% among 340,000; Platelet-activating factor acetylhydrolase IB subunit alpha1 (Homo sapiens), Q15102; inhibition, % at 3.39 µM;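 active = inhibition above the screen-wide average of all tested compounds plus 3 SD, cut at about 25% in these data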;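 note: 0% = enzyme with DMSO only and 100% = wells lacking PAFAH1B3 protein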
PME-1 inh – PME-1 inhibitors via competitive probe labeling, primary screen, biochemical, fluorescence polarization, FP-Rh probe, HTS | inhibition, % at 5.9 µM | Protein phosphatase methylesterase 1 (Homo sapiens), Q9Y570 | recombinant PME-1 | hit rate 0.53% among 320,000;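 active = inhibition above the campaign mean of all compounds plus 3 SD, cut at about 26% in these data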;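 note: competitive labeling of PME-1 active site by serine hydrolase directed probe; 0% = PME-1 with DMSO and 100% = wells lacking PME-1 enzyme; inhibitors block probe labeling so polarization falls and inhibition rises; many of its hits are not listed in these tables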
PAFAH2 FP inh – PAFAH2 enzyme inhibitors, primary screen, biochemical, fluorescence polarization, human; recombinant PAFAH2, FP-rhodamine activity probe; inhibition, % at 3.39 µM; hit rate 0.99% among 340,000;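 active = inhibition above the mean over all tested compounds plus 3 SD, cut at about 30% in these data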;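 note: inhibitors block probe labeling of enzyme so polarization drops; 0% = enzyme with DMSO and 100% = wells lacking PAFAH2 protein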
Fam108B counter – mouse Fam108B serine hydrolase inhibitors, primary screen, counter-screen for RBBP9 inhibitor project, biochemical, fluorescence polarization; hit rate 0.33% among 300,000; inhibition, % at 9.51 µM; recombinant Fam108B, FP-Rh probe fluorescence polarization; AID 1947, 2009;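 active = inhibition above the screen mean inhibition plus 3 SD, computed separately per campaign, cut at about 18% in these data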;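 note: inhibitors lower polarization as less probe binds the enzyme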
* marks the source's active call; other numbers are inactive results; · = no result given.

Order of results – PAD4 FP inh, GSTO1 counter, LYPLA1 counter, pPAFAH inh, PAFAH1B2 FP inh, PAFAH1B3 inh, PME-1 inh, PAFAH2 FP inh, Fam108B counter
- Cc1c(Cl)cccc1NC(=O)CCC(=O)NNC(=O)c1ccccc1Cl
    -2, 10, -1, 0, 4, 9, 0, -1, 2
- NS(=O)(=O)c1cccc(NC(=O)Cc2ccc(Cl)c(Cl)c2)c1
    1, -19, -7, 6, -2, 0, -1, -1, -1
- CCSc1nc2ccccc2n1CCC(=O)O
    -3, 0, 2, 1, 2, 3, 3, -11, -1
- Cc1c(-c2ccccc2)nc(N)c(C#N)c1-c1cccnc1
    5, 6, 7, 0, -3, -2, 2, -5, 0
- COc1ccc(N2CCN(C(=O)C(=O)c3cn(CC(=O)N4CCOCC4)c4ccccc34)CC2)cc1
    1, 8, -3, -8, 1, -3, -3, 0, 1
- CCN(CCO)c1cc(Cl)nc(SC)n1
    6, 7, -1, 0, 5, 2, 11, 5, 5
- CC1=CC(=O)N(c2ccc(C)cc2)C1c1ccc(Cl)cc1 (centres undefined)
    -3, 3, -4, -2, 18, 1, 6, -3, -1
- COc1cccc(Oc2ccc(C(F)(F)F)cc2NC(=O)c2cccc(F)c2)c1
    3, -4, -6, 2, -5, 9, -10, -10, -8
- Cc1[nH]c2ccccc2c1/C=N/NC(=O)c1cccs1
    -1, -2, 1, 10, 4, 10, 23, 8, 6
- Cc1ccc(N2C(=O)c3ccc(C(=O)N4CCN(Cc5ccccc5)CC4)cc3C2=O)cc1
    -1, 6, 2, -9, 3, 0, 2, -7, 1
- O=C(c1ccccc1F)N1CCN=C1SCc1cccnc1
    -6, 7, 0, 3, -1, 7, -1, -2, 1
- C=CCn1c(=O)/c(=C/c2ccc(F)cc2)s/c1=C(\C#N)c1nnc2n1CCCCC2
    6, 0, 0, -5, 1, 3, 11, 10, 0
- C=CCCC(=O)Nc1ccc(Br)cn1
    -5, -8, 3, 3, 2, 3, 2, 9, 0
- O=[N+]([O-])c1ccc(N/N=C/c2cccc(O)c2O)c(S(=O)(=O)N2CCOCC2)c1
    -3, 46*, -11, 45*, -8, 4, 31*, -14, -6
- CC(C)(C)c1cc(NC(=O)CSc2nncs2)n(-c2ccccc2)n1
    1, -4, 0, 5, -3, 7, 5, -5, 3
- COc1cccc(CN2CCN(C(=O)c3ccc(-c4ccccc4)cc3)CC2)c1OC
    3, 2, 0, -1, 0, -5, 0, 2, 1
- CNc1nc(N)nc(-c2cc(Cl)ccc2OC)n1
    -1, -1, 4, 0, 12, 12, -1, 1, 5
- O=C(/C=C/c1ccc2c(c1)OCO2)NCCSCc1cccc(Cl)c1
    -2, -5, -10, 7, 0, 1, -1, 14, -5
- COC(CN(C(=O)CCl)C(C(=O)NC1CCCCC1)c1ccc(C)cc1)OC (centres undefined)
    2, 93*, 1, 3, 0, 0, 1, -3, 3
- COc1cccc(CNS(=O)(=O)c2csc(C(N)=O)c2)c1
    4, 3, -2, -4, 4, 6, 1, 6, 1
- COc1ccc(OC)c2c(N)c(C#N)c(C(F)(F)C(F)(F)F)nc12
    2, 1, 0, -1, -2, 3, -1, -3, 4
- CCN(Cc1ccc(Cl)s1)C(=O)c1cccc(OCc2c(C)noc2C)c1
    -4, ·, ·, 6, 7, 1, ·, 6, ·
- O=[N+]([O-])c1cccnc1N1CCN(c2ccccc2F)CC1
    -5, 3, 1, 8, 3, 8, 8, -5, -1
- CCN(CC)S(=O)(=O)c1cccc(C(=O)NC(C(=O)Nc2nnc(C)s2)C(C)C)c1 (centres undefined)
    -1, -1, 0, 6, 3, -8, -4, -1, 1
- Cc1ccccc1C(=O)N/N=C/c1ccc(OCC(=O)N2CCCCC2)cc1
    -3, -3, 1, 2, 6, 8, -2, 6, 2
- COC(=O)C1=CN(c2cc(C)cc(C)c2)C=C(C(=O)OC)C1c1ccc(OC)c(O)c1
    0, 7, 1, 16, 3, 14, 13, 5, 4
- Cc1cc(=O)c2cc(Br)ccc2n1CC(=O)NCc1ccccc1
    1, -6, -4, 3, 5, 9, 9, 5, -3
- Cc1cc(C)cc(C(=O)NCCC(=O)N2CCC3(CC2)NCCc2[nH]cnc23)c1
    0, 2, -1, 5, -1, 9, -3, -4, -6
- NC(=O)CC(NC(=O)c1ccc(Cl)cc1)C(=O)NCCc1ccc(S(N)(=O)=O)cc1 (centres undefined)
    -2, 2, 3, 0, 5, 9, -7, -14, 2
- Cc1ccc(C)c(CNC(=O)Nc2ccccc2)c1
    -7, 1, 5, 2, 3, 4, -7, 0, -1
- N#CC1=C(N)OC2=C(C(=O)CCC2)C1c1ccc(OC(=O)N2CCOCC2)cc1 (centres undefined)
    2, -5, -1, 1, 2, 10, -2, 5, 0
- COc1ccc(S(=O)(=O)N2CCCC2)cc1NC(=O)c1ccccc1
    -1, 5, 2, 8, 8, 6, 1, -2, 1
- COC(=O)N/N=C/c1ccc(Oc2ccccc2)cc1
    1, 2, -5, 2, -1, 1, 1, -1, -3
- O=C(COCc1cc(-c2ccc3c(c2)OCO3)on1)N1CCN(c2cccc(Cl)c2)CC1
    2, 1, 4, 4, 3, 1, -4, 5, -2
- CC(=O)c1cccc(S(=O)(=O)N(C)C2CCN(C)CC2)c1
    1, 14, 0, -2, 4, 7, 0, -5, 3
- CCCCc1cc(=O)oc2cc(OCc3nn[nH]n3)ccc12
    4, -6, -1, 2, 6, 8, 2, -3, 5
- O=C(NC1CCS(=O)(=O)C1)c1cccc(Br)c1 (centres undefined)
    -1, 5, 2, 2, 2, 5, -2, 5, 2
- CC(=O)c1ccc(S(=O)(=O)Nc2ccc(N3CCOCC3)cc2)cc1
    0, 18, -8, 3, -2, 0, 2, 1, -4
- Cc1ccc(S(=O)(=O)N2CCOCC2)cc1C(=O)NCc1ccco1
    -4, 3, 1, 0, -3, 7, -2, -3, -1
- CC(=O)Cc1nsc(NC(=O)c2ccc(-c3cc(C(F)(F)F)ccc3Cl)o2)n1
    -8, -5, -2, 2, 10, -8, 0, -3, 0
- Cc1ccccc1C(=O)Nc1cccc(NC(=S)NC(=O)c2cccs2)c1
    -2, -6, -13, -17, -2, -8, -25, -19, -18
- CN(CC(=O)NCc1ccc2c(c1)OCO2)S(=O)(=O)c1ccc(Cl)cc1
    -1, ·, ·, 4, 0, 8, ·, 4, ·
- COc1ccc(-c2c(C)nn3c(N4CCN(Cc5ccccc5)CC4)cc(C)nc23)cc1OC
    -3, 12, -1, -3, 2, -6, -6, 5, 2
- COc1ccc(OC)c(N2C(=O)CC(NNC(=O)c3ccc4c(c3)OCO4)C2=O)c1 (centres undefined)
    1, ·, ·, 10, 8, 13, ·, 4, ·
- COc1ccc(C(=O)OC2CCCCC2CN(C)C)cc1 (centres undefined)
    -4, -1, 1, -3, 2, 9, 3, 1, 2
- CCOC(=O)C1CCN(Cc2ccc(Cl)c(Cl)c2)CC1
    2, -2, 0, 5, 3, 6, -6, 4, 0
- CC(C)[C@]1(c2ccc(Cl)cc2)ON(c2ccccc2C(F)(F)F)C1=O
    -1, ·, 1, 2, ·, ·, -3, ·, ·
- O=C(CN1C(=O)CS/C1=C\c1nc(-c2ccc(Cl)cc2)cs1)Nc1cccnc1Cl
    -5, 8, -1, -6, 2, 12, 7, -1, 1
- CCOc1ccc(N(CC(=O)NN=C2CCCC2)S(C)(=O)=O)cc1
    -1, 8, -5, -5, 4, 8, -3, -14, 6
- CN1CCN(C(=O)c2ccc(Cl)cc2)CC1
    -3, -1, -2, -1, 0, 12, -2, -7, 0
- COC(=O)c1csc(S(=O)(=O)N2CCOCC2)c1OC
    0, 3, -4, -3, -1, 8, 4, 2, 4
- Cc1ccc(-n2nc(C)c(C(C)(O)C(F)(F)F)c2N)cc1 (centres undefined)
    -1, -3, -3, -5, -6, -1, -2, -6, -1
- CC(NC(=O)COC(=O)c1ccc2c(=O)n3c(nc2c1)CCCCC3)c1ccccc1 (centres undefined)
    0, ·, -1, 0, 1, 5, 24, -9, ·
- COc1cc(C(=O)Nc2ccc3nc(N4CCN(C)CC4)cc(C)c3c2)cc(OC)c1OC
    -1, -3, -1, 7, 1, 3, 4, 6, -3
- O=C(c1ccc2c(=O)n(Cc3ccc4c(c3)OCO4)c(=S)[nH]c2c1)N1CCCCC1
    2, 12, -2, 0, -1, 0, 5, -2, 3
- COc1cccc(C(=O)COc2ccc3ccc(=O)oc3c2)c1
    -1, 5, -4, 1, 2, -3, -2, -2, -8
- COC(=O)CSc1[nH]c2ccccc2c1[N+](=O)[O-]
    4, 6, -1, 1, -3, 4, 4, -3, 1
- CN(C)S(=O)(=O)N(CC(=O)N1CCN(c2ccccc2)CC1)c1ccccc1
    -4, 1, 2, -1, 1, 3, -2, 2, 3
- CN(C)S(=O)(=O)c1ccc(C(=O)Nc2ccc(Cl)cc2)cc1
    4, 5, 5, -1, 1, 5, -2, -6, -2
- CC(=O)c1ccc(N=C2C(=O)Nc3ccccc32)cc1
    -4, 3, 6, -2, 6, 14, -3, -2, 0

An excerpt from above in order of SMILES length, low to high.
Order of results – PAD4 FP inh, GSTO1 counter, LYPLA1 counter, pPAFAH inh, PAFAH1B2 FP inh, PAFAH1B3 inh, PME-1 inh, PAFAH2 FP inh, Fam108B counter
- CN1CCN(C(=O)c2ccc(Cl)cc2)CC1
    -3, -1, -2, -1, 0, 12, -2, -7, 0
- CCOC(=O)C1CCN(Cc2ccc(Cl)c(Cl)c2)CC1
    2, -2, 0, 5, 3, 6, -6, 4, 0
- COc1cccc(C(=O)COc2ccc3ccc(=O)oc3c2)c1
    -1, 5, -4, 1, 2, -3, -2, -2, -8
- Cc1ccc(-n2nc(C)c(C(C)(O)C(F)(F)F)c2N)cc1 (centres undefined)
    -1, -3, -3, -5, -6, -1, -2, -6, -1
- CCOc1ccc(N(CC(=O)NN=C2CCCC2)S(C)(=O)=O)cc1
    -1, 8, -5, -5, 4, 8, -3, -14, 6
- CC(C)[C@]1(c2ccc(Cl)cc2)ON(c2ccccc2C(F)(F)F)C1=O
    -1, ·, 1, 2, ·, ·, -3, ·, ·
- CN(C)S(=O)(=O)N(CC(=O)N1CCN(c2ccccc2)CC1)c1ccccc1
    -4, 1, 2, -1, 1, 3, -2, 2, 3
- CC(NC(=O)COC(=O)c1ccc2c(=O)n3c(nc2c1)CCCCC3)c1ccccc1 (centres undefined)
    0, ·, -1, 0, 1, 5, 24, -9, ·
- O=C(CN1C(=O)CS/C1=C\c1nc(-c2ccc(Cl)cc2)cs1)Nc1cccnc1Cl
    -5, 8, -1, -6, 2, 12, 7, -1, 1

Not all compounds are listed, so the mix of outcomes need not match the whole.
